High-throughput results: PubChem BioAssay, National Center for Advancing Translational Sciences (NCATS)
Pol eta inh = DNA polymerase eta (human) inhibition. recombinant Pol eta, fluorescent DNA replication assay. Potency, µM (top dose mostly 114 µM), for the others: at the highest dose activity change, negative = inhibition, most hits filed as inhibitors. 1.2% of 390,000 active. AID 588591; note: potency is the fitted concentration of half-maximal effect
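Fluorescent replication assay: 50 nM final substrate added after a 15 min room-temperature compound preincubation with 10 nM enzyme. Signal taken at 0 min and again at 10 min.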
RXFP1 antag = blocks the human relaxin receptor RXFP1 | HEK293-RXFP1, relaxin-stimulated cAMP HTRF, 30 min; hits give low values | activity change, negative = inhibition, % at 57.5 µM | 0.59% of 350,000 active;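 active = activity change of -60% or lower, but not beyond a set lower limit; inconclusive = change between -60% and -40%, or beyond the set limit; inactive = change above -40%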
Target sequence (Q9HBX9 whole entry, looked up): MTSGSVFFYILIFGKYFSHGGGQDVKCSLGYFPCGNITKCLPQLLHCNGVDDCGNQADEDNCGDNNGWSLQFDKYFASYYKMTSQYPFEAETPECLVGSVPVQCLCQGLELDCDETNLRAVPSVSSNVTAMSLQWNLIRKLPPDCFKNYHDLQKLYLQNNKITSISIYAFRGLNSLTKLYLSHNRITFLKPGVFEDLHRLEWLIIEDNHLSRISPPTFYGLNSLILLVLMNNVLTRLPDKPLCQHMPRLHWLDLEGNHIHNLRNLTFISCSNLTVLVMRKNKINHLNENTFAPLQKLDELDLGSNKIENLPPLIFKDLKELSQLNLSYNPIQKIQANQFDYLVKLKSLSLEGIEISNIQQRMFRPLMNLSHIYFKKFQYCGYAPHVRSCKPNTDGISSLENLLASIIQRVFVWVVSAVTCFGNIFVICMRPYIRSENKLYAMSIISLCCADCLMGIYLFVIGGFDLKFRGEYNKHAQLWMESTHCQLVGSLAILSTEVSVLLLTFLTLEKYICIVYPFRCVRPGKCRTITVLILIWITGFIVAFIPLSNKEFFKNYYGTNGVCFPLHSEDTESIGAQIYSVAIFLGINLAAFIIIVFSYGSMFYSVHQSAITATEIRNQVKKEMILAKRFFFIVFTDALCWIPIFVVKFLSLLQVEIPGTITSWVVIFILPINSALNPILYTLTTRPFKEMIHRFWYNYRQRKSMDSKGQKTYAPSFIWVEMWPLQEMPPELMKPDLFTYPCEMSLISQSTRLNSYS
Tb PGK inh = inhibitors of T. brucei phosphoglycerate kinase | 0.043% of 380,000 active | AID 602233 | Potency, µM (doses to about 57.5 µM), for inactives: at the highest dose activity change, negative = inhibition, usual class: inhibitors | PGK/GAPDH coupled, Kinase-Glo luminescence, 60 min | P07378; note: potency is the fitted concentration of half-maximal effect; nearly all actives have a fitted effect of over 60% in size
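Luminescent ATP detection (Kinase-Glo Plus) follows a 60-minute room-temperature incubation, with wells lacking PGK as controls. Buffer: 100 mM TEA (pH 7.6), 5 mM MgCl2, 0.01% Tween-20. Coupling enzyme GAPDH (100 nM final) supplies unstable 1,3-BPG in-well.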
An asterisk follows results filed as active. Unless noted, calls come from the whole dose curve; as a rule, active = well fitted curve in the direction sought with a large enough effect; inconclusive = small, poorly fitted or top-dose-only effect, or another doubt; inactive = no such curve, though single readings can be large; an effect the other way counts as inactive or inconclusive. % is set by controls: 0 for no effect and ±100 for the full control effect. An excerpt. The share of hits here may be higher or lower than overall.

Sample of the layout:
COc1ccc(CN2CCC[C@]3(N[C@H](c4ccccc4)[C@@H]4C(=O)N(C)C(=O)[C@@H]43)C2=O)cc1 was read as Pol eta inh 6%, RXFP1 antag 8 and Tb PGK inh -3%.
CC(C)C1C(=O)N(Cc2cn(CCC3OCCCO3)nn2)CCS(=O)(=O)N1Cc1ccc(-c2cccc(N(C)C)c2)cc1 (centres undefined) was read as Pol eta inh inconclusive, RXFP1 antag 2 and Tb PGK inh -4%.

The whole of this part, from the start:
COc1ccc(CN2CCC[C@]3(N[C@H](c4ccccc4)[C@@H]4C(=O)N(C)C(=O)[C@@H]43)C2=O)cc1 was read as Pol eta inh 6%, RXFP1 antag 8 and Tb PGK inh -3%.
CC(C)C1C(=O)N(Cc2cn(CCC3OCCCO3)nn2)CCS(=O)(=O)N1Cc1ccc(-c2cccc(N(C)C)c2)cc1 (centres undefined) was read as Pol eta inh inconclusive, RXFP1 antag 2 and Tb PGK inh -4%.
Screening Cc1nnc(Cc2ccccc2)c2n[nH]c(C)c12 returned Pol eta inh -7%, RXFP1 antag 0 and Tb PGK inh -1%.
`CC1(C)CC(=O)C=C(c2ccccc2-c2ccc(S(C)(=O)=O)cc2)C1=O` gave Pol eta inh -23%, RXFP1 antag 5 and Tb PGK inh -7%.
NS(=O)(=O)c1ccc(NCc2cnc3ccccc3n2)cc1 was read as Pol eta inh -3%, RXFP1 antag -7 and Tb PGK inh -7%.
C[C@H]1CN([C@@H](C)CO)C(=O)CCCn2nncc2CO[C@H]1CN(C)S(=O)(=O)c1cccs1 was read as Pol eta inh -2%, RXFP1 antag 9 and Tb PGK inh -3%.
`CCOC(=O)CN(c1sc(C)c(C)c1C(=O)OCC)S(=O)(=O)c1ccc(C)cc1` gave Pol eta inh -19%, RXFP1 antag -3 and Tb PGK inh -1%.
C[C@@H]1CN([C@H](C)CO)S(=O)(=O)c2ccc(Br)cc2O[C@@H]1CN(C)C(=O)CN1CCOCC1 was read as Pol eta inh -18%, RXFP1 antag 2 and Tb PGK inh -6%.
Cc1ccc(CSC2=NCCN2S(=O)(=O)c2ccc(C)cc2)cc1 was read as Pol eta inh -14%, RXFP1 antag 4 and Tb PGK inh inactive.
C[C@@H]1CN([C@H](C)CO)C(=O)CCCn2cc(nn2)CO[C@H]1CN(C)C(=O)Nc1cccc2ccccc12 was read as Pol eta inh -10%, RXFP1 antag -9 and Tb PGK inh -9%.
Screening COc1ccccc1N(C(C)=O)C1=C(Cl)C(=O)c2ccccc2C1=O returned Pol eta inh 50µM*, RXFP1 antag -87* and Tb PGK inh -11%.
Screening C=CCN1C(c2cccc(C(F)(F)F)c2)=CS/C1=C(\C#N)c1nnc(N2CCOCC2)n1-c1ccccc1 returned Pol eta inh -10%, RXFP1 antag -6 and Tb PGK inh -2%.
Nc1ncnc(N)c1NC(=O)c1ccc(OCc2ccccc2)cc1 was read as Pol eta inh -12%, RXFP1 antag -5 and Tb PGK inh -5%.
For COc1ccc(CNC(=O)COC(=O)c2cc(C)oc2C)cc1 the results were Pol eta inh -4%, RXFP1 antag 1 and Tb PGK inh -7%.
Screening O=C1[C@H]2[C@@H](c3ccc(C(F)(F)F)cc3)N[C@]3(CCCN(Cc4ccco4)C3=O)[C@H]2C(=O)N1Cc1ccccc1 returned Pol eta inh -10%, RXFP1 antag -7 and Tb PGK inh 9%.
COCOCCn1cc(CN2CCS(=O)(=O)N(Cc3ccc(-c4ccncc4)cc3)C(C(C)C)C2=O)nn1 (centres undefined) was read as Pol eta inh -19%, RXFP1 antag 2 and Tb PGK inh -4%.
Screening O=C(Cn1nnc(-c2ccc(Cl)cc2)n1)NC(=O)NC1CCCC1 returned Pol eta inh -11%, RXFP1 antag 7 and Tb PGK inh -6%.
`C[C@H](O)[C@@H]1C(=O)N2CCc3c([nH]c4ccccc34)[C@@H]2C[C@@H]1N(C)C(=O)Nc1ccc(F)cc1` gave Pol eta inh -3%, RXFP1 antag 10 and Tb PGK inh 3%.
Cc1ccc(C)c2c1CCCC2=O was read as Pol eta inh -6%, RXFP1 antag -2 and Tb PGK inh -7%.
CC(C)(C)Cc1c(-c2ccc(F)cc2)nc2ccc(Br)cn12 was read as Pol eta inh -17%, RXFP1 antag -6 and Tb PGK inh inactive.
Screening CC(C)CC1NC(=O)c2cccnc2-n2c1nc1cc(F)c(F)cc1c2=O (centres undefined) returned Pol eta inh -11%, RXFP1 antag 10 and Tb PGK inh 4%.
For Cc1nc2ccc(NC(=O)c3ccccc3)cc2c(=O)n1Cc1ccc(F)cc1 the results were Pol eta inh -14%, RXFP1 antag 8 and Tb PGK inh -8%.
For Cc1cn([C@H]2C[C@H](O)[C@@H](CNC(=O)[C@@H]3CCCN3Cc3ccccc3)O2)c(=O)[nH]c1=O the results were Pol eta inh -7%, RXFP1 antag -2 and Tb PGK inh -5%.
`CC1(C2CC2)NC(=O)N(CC(=O)N2CCN(c3ccccc3F)CC2)C1=O` (centres undefined) gave Pol eta inh -6%, RXFP1 antag -3 and Tb PGK inh 5%.
`Cc1cccc(NC(=O)CSc2nncn2N)c1C` gave Pol eta inh -7%, RXFP1 antag 1 and Tb PGK inh inactive.
Screening COc1ccc(C(=O)N/C(=C\c2ccc(Cl)cc2)C(=O)NCCN2CCOCC2)cc1 returned Pol eta inh -7%, RXFP1 antag -10 and Tb PGK inh -2%.
For COc1ccc(-c2noc(CN(C)C(=O)CCCN3C(=O)[C@H]4CC=CC[C@H]4C3=O)n2)cc1 the results were Pol eta inh -6%, RXFP1 antag -6 and Tb PGK inh -1%.
Screening COc1ccccc1CNC(=O)COC(=O)c1cnc(C)cn1 returned Pol eta inh -17%, RXFP1 antag -6 and Tb PGK inh 5%.
`N#Cc1ccccc1OCC(=O)Nc1ccc2c(c1)OCO2` gave Pol eta inh 0%, RXFP1 antag -1 and Tb PGK inh -7%.
Cc1ccc(C(=O)N2CCC(N3CCC(C(=O)N4CCOCC4)CC3)CC2)cc1 was read as Pol eta inh -15%, RXFP1 antag -3 and Tb PGK inh -2%.
Screening Cc1cccc(NC(=O)CSc2nc(=O)n(CCCN3CCOCC3)c3c2CCCC3)c1C returned Pol eta inh -2%, RXFP1 antag 3 and Tb PGK inh 9%.
CCc1ccc(NC(=O)C(=O)NCCN2CCN(C(=O)c3ccc(OC)cc3)CC2)cc1 was read as Pol eta inh -3%, RXFP1 antag 6 and Tb PGK inh -7%.
C[C@@H]1CN([C@@H](C)CO)C(=O)CCCn2cc(nn2)CO[C@H]1CN(C)C(=O)Oc1ccccc1 was read as Pol eta inh -23%, RXFP1 antag 0 and Tb PGK inh -9%.
Screening CCN(CC)C(=O)C1=C(C)N(Cc2ccc(C(C)(C)C)cc2)C(=O)C(CC(=O)NC2CCCC2)C1 (centres undefined) returned Pol eta inh -23%, RXFP1 antag 4 and Tb PGK inh -3%.
Screening CCC(=O)Nc1ccc(C(=O)NNC(=O)CCCCC(=O)NNC(=O)c2ccc(NC(=O)CC)cc2)cc1 returned Pol eta inh 0%, RXFP1 antag 0 and Tb PGK inh -10%.
For C(=NOCc1ccccc1)c1ccccn1 the results were Pol eta inh -11%, RXFP1 antag 0 and Tb PGK inh -3%.

Ordered by SMILES length (ascending): part of the list above.
For C(=NOCc1ccccc1)c1ccccn1 the results were Pol eta inh -11%, RXFP1 antag 0 and Tb PGK inh -3%.
`Cc1cccc(NC(=O)CSc2nncn2N)c1C` gave Pol eta inh -7%, RXFP1 antag 1 and Tb PGK inh inactive.
Screening COc1ccccc1CNC(=O)COC(=O)c1cnc(C)cn1 returned Pol eta inh -17%, RXFP1 antag -6 and Tb PGK inh 5%.
Screening COc1ccc(C(=O)N/C(=C\c2ccc(Cl)cc2)C(=O)NCCN2CCOCC2)cc1 returned Pol eta inh -7%, RXFP1 antag -10 and Tb PGK inh -2%.
Screening CCC(=O)Nc1ccc(C(=O)NNC(=O)CCCCC(=O)NNC(=O)c2ccc(NC(=O)CC)cc2)cc1 returned Pol eta inh 0%, RXFP1 antag 0 and Tb PGK inh -10%.

Carrying on.
`O=C(NCCc1cn[nH]c1)c1ccc2oc(CCc3ccccc3)nc2c1` gave Pol eta inh 1%, RXFP1 antag 1 and Tb PGK inh 0%.
Screening O=C(CSc1nnc2ccc(-c3ccccn3)nn12)Nc1cccc(F)c1 returned Pol eta inh 1%, RXFP1 antag 0 and Tb PGK inh 9%.
Screening CC[C@H](C)[C@H]1CNC(=S)N1CC1CCN(CC)CC1 returned Pol eta inh inconclusive, RXFP1 antag 1 and Tb PGK inh inconclusive.
For S=C(CSc1ccccc1)Nc1cccc2ccccc12 the results were Pol eta inh -7%, RXFP1 antag -5 and Tb PGK inh 4%.
Screening Cc1ccc(S(=O)(=O)N2CCCCC2)cc1NC(=O)c1ccco1 returned Pol eta inh -11%, RXFP1 antag 7 and Tb PGK inh -7%.
`O=C(O)c1ccccc1NC(=O)C1CCN(S(=O)(=O)c2ccc3c(c2)OCCO3)CC1` gave Pol eta inh -5%, RXFP1 antag -5 and Tb PGK inh -3%.
Screening Cc1ccc(S(=O)(=O)N2C[C@H]3[C@H]4C(=O)N(c5ccccc5)C(=O)[C@H]4C[C@H](OC(=O)NCC4CCCCC4)[C@@]3(O)C2)cc1 returned Pol eta inh -18%, RXFP1 antag 5 and Tb PGK inh -7%.
For Cn1c2ccccc2c(=O)c2ccc(Cl)cc21 the results were Pol eta inh -4%, RXFP1 antag -4 and Tb PGK inh -10%.
`c1ccc(NN(Cc2ccccn2)c2ccccc2)cc1` gave Pol eta inh -15%, RXFP1 antag 2 and Tb PGK inh 5%.
C[C@@H]1CCCCO[C@H](CN(C)C(=O)NC2CCCCC2)[C@@H](C)CN([C@H](C)CO)C(=O)c2cc(NC(=O)c3ccccc3)ccc2O1 was read as Pol eta inh -1%, RXFP1 antag 9 and Tb PGK inh -4%.
`O=c1c2ccccc2c2ccccc2c(=O)n1Cc1ccc2c(c1)OCO2` gave Pol eta inh -12%, RXFP1 antag 2 and Tb PGK inh inactive.
For O=C1CCC(C(=O)OCC(=O)Nc2ccc(SC(F)F)cc2)=NN1 the results were Pol eta inh -1%, RXFP1 antag 1 and Tb PGK inh -8%.
O[C@@H]1C[C@H](c2ccccc2)N(CC2CCCCC2)C[C@H]1n1cc(C2CC2)nn1 was read as Pol eta inh -11%, RXFP1 antag -11 and Tb PGK inh 6%.
Cc1ccc(/C(O)=C2\C(=O)C(=O)N(CCCN3CCOCC3)C2c2ccccc2F)cc1 (centres undefined) was read as Pol eta inh -5%, RXFP1 antag -1 and Tb PGK inh -2%.
For Cc1ccccc1NC(=O)COC(=O)c1c(C)nn(-c2ccccc2)c1C the results were Pol eta inh -3%, RXFP1 antag -8 and Tb PGK inh -9%.
For O=C(COC(=O)/C=C/c1cccc(C(F)(F)F)c1)Nc1cccc(S(=O)(=O)NC2=NCCC2)c1 the results were Pol eta inh -16%, RXFP1 antag -4 and Tb PGK inh 0%.
CCCN(CC(=O)NC(=O)NCc1ccccc1)CC(=O)Nc1ccc(F)c(F)c1F was read as Pol eta inh -4%, RXFP1 antag 3 and Tb PGK inh -9%.
Screening C[C@@H]1CN([C@@H](C)CO)C(=O)c2cc(Br)cnc2O[C@@H]1CN(C)S(=O)(=O)c1ccc(F)cc1 returned Pol eta inh 1%, RXFP1 antag -3 and Tb PGK inh -6%.
Screening COc1ccc(CN(C)C(=O)C2CC(=O)N(c3ccc4c(c3)OCCO4)C2)cc1 (centres undefined) returned Pol eta inh -1%, RXFP1 antag -1 and Tb PGK inh inactive.
For COCCN(Cc1ccccc1)C(=O)c1cccc(S(=O)(=O)N2CCN(Cc3ccccc3)CC2)c1 the results were Pol eta inh -7%, RXFP1 antag 2 and Tb PGK inh -4%.
For CCCCc1ccc(NC(=O)COC(=O)c2ccc3ncsc3c2)cc1 the results were Pol eta inh -11%, RXFP1 antag 8 and Tb PGK inh -10%.
Screening Cc1cn([C@H]2C[C@H](O)[C@@H](CNC(=O)[C@H](N)C3CC3)O2)c(=O)[nH]c1=O returned Pol eta inh -2%, RXFP1 antag -2 and Tb PGK inh -9%.
`Cc1ccc(CN(C)C(=O)CCNC(=O)c2ccc(Cl)cc2)o1` gave Pol eta inh -3%, RXFP1 antag 0 and Tb PGK inh -1%.
Screening CC(=O)N1CCN(c2ccc(NC(=O)c3cccc(F)c3)cc2)CC1 returned Pol eta inh -5%, RXFP1 antag 0 and Tb PGK inh 9%.
Screening Cc1ccc(C)c(NC(=O)COC(=O)c2c(-c3ccccc3)noc2C)c1 returned Pol eta inh -7%, RXFP1 antag -3 and Tb PGK inh inactive.
For CC1C(=O)N(Cc2cn(CCC3OCCCO3)nn2)CCS(=O)(=O)N1Cc1ccc(-c2ccc(Cl)cc2)cc1 (centres undefined) the results were Pol eta inh -10%, RXFP1 antag -11 and Tb PGK inh 9%.
Screening Cc1cc(C)c2c(=O)n3c(nc2c1)C(C)NC(=O)c1cccnc1-3 (centres undefined) returned Pol eta inh -12%, RXFP1 antag 8 and Tb PGK inh -5%.
For CC(=O)c1ccc2ccccc2c1OC(=O)c1ccncc1 the results were Pol eta inh -17%, RXFP1 antag -1 and Tb PGK inh -11%.
Screening Cc1ccc(NC(=O)CSc2nnc(NC3CC3)s2)cc1S(=O)(=O)N1CCOCC1 returned Pol eta inh -5%, RXFP1 antag 1 and Tb PGK inh -9%.
